# Glioma ERSR ind = inducers of ER stress response in human glioma cells; U87-MG GRP78 promoter luciferase reporter, 16 h; Potency, µM, inactives show at the top dose activation, actives largely listed as activators; actives 0.02% (n = 420,000); note: potency is the fitted concentration of half-maximal effect; series mostly up to about 76 µM; % of control where 0% means no effect; nearly all actives have a fitted effect of over 35% in size
#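 Stably transfected U87-MG glioma cells carrying a GRP78-based luciferase sensor; 16 h compound incubation. Luminescence end-point read 10 min after Bright-Glo addition at room temperature.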
# D1 PAM = human D1 dopamine receptor positive modulation. P21728. AID 504651. HEK293 TREx D1 cells, calcium flux, dopamine EC20 potentiation. potentiation, % at 10 µM. actives 0.036% (n = 360,000); in the data active = potentiation above about 30%; note: 0% is about no effect
# Target sequence (P21728 whole entry, looked up): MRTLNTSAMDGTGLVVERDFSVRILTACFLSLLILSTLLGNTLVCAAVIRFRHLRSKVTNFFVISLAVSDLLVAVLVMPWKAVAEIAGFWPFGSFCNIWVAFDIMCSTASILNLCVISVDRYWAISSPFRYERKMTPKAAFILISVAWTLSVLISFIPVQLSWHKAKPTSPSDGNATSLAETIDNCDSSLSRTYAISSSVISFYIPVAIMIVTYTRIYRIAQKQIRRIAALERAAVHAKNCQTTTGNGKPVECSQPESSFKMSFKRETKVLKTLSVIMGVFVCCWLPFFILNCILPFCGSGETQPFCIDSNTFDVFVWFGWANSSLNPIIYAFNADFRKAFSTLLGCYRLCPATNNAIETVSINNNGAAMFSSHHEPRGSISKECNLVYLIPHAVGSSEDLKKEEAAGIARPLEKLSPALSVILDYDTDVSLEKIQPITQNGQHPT
# RXFP1 ag = RXFP1 (human) receptor agonism; Q9HBX9; HEK293T-RXFP1 cAMP TR-FRET, 30 min; response scale: percent of porcine relaxin response, buffer zero; Potency, µM (series often up to 57.5 µM), inactives show at the highest dose activation, usual class: activators; actives 0.3% (n = 370,000); note: potency is the fitted concentration of half-maximal effect; % is set by controls: 0 for no effect and ±100 for the full control effect; nearly all actives have a fitted effect of over 60% in size; many of its hits are not listed in these tables
#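 HEK293T cells stably expressing RXFP1 were pretreated with the PDE4 inhibitor Ro 20174, exposed to compounds for 30 min at 37C, lysed, and cAMP was read by TR-FRET. Data normalized to buffer (basal) and 29 nM porcine relaxin (100%).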
# Vif-APOBEC3G blk = Vif-A3G binding inhibition | AID 602310 | actives 0.076% (n = 410,000) | Potency, µM (highest dose often 46.1 µM), without a hit: top-dose activity, negative = active, actives largely listed as inhibitors | Q9HC16 | HeLa A3G-eYFP + Vif (tagged APOBEC3G with the HIV-1 protein that degrades it), YFP fluorescence, overnight;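 note: potency is the fitted concentration of half-maximal effect; % is set by controls: 0 for no effect and ±100 for the full control effect; nearly all actives have a fitted effect of over 60% in size; hits raise eYFP signal because A3G escapes Vif-driven loss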
#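 HeLa cells stably expressing Vif and C-terminally eYFP-tagged A3G, seeded overnight at 37 deg C, then exposed to compound by pintool overnight at 37 deg C. Rise in yellow fluorescence (Ex 488/Em 500-530, Acumen) marks blocked Vif-driven A3G degradation.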
# Vif-A3F inh = Vif-A3F binding inhibition; HeLa A3F-eYFP + Vif (tagged APOBEC3F with the HIV-1 protein that degrades it), YFP fluorescence increase; Potency, µM (doses to about 46.1 µM), without a hit: at the highest dose activity, negative = active; actives 0.2% (n = 390,000); note: potency is the fitted concentration of half-maximal effect; % of control where 0% means no effect; nearly all actives have a fitted effect of over 65% in size
#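 Fluorescence increase (Ex 488/Em 500-530) after overnight compound treatment at 37 deg C flags inhibition of Vif-driven A3F-eYFP loss in stable HeLa A3F-eYFP/Vif cells seeded overnight beforehand.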
# D2 potentiator = positively modulates the human D2 dopamine receptor allosterically. P14416. HEK293 T-REx D2, calcium flux, EC20 dopamine potentiation. potentiation, % at 10 µM. actives 0.34% (n = 340,000). AID 485347;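 active = potentiation over 3 SD above the plate norm, cut at about 30% in these data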; note: 0% is about no effect
# Target sequence (P14416 whole entry, looked up): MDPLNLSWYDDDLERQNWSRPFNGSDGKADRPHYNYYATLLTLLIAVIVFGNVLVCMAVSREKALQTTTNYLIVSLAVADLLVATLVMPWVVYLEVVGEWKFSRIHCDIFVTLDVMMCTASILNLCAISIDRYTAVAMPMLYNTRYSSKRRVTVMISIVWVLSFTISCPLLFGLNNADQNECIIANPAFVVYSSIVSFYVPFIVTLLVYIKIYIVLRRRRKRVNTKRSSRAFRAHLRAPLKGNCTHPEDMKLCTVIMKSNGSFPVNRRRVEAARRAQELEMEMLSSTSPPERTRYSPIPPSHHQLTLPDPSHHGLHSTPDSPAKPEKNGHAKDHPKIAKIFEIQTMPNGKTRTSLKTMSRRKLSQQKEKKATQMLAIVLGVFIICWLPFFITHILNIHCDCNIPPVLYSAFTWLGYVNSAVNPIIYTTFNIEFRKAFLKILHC
#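 Tetracycline-induced Hek293 Trex D2 cells, force-coupled to calcium, loaded with no-wash calcium dye. Compound added with 180 s kinetic read for agonism, then EC20 dopamine and a further 180 s read for potentiation.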
# D1 antagonist = blocks dopamine activation of the human D1 receptor; P21728; HEK293 TREx D1 cells, calcium flux, dopamine EC80; hits give low values; activity change, negative = inhibition, % at 10 µM; actives 3.2% (n = 360,000); AID 504652; in the data active = activity change below about -30%; note: % is set by controls: 0 for no effect and ±100 for the full control effect
#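 HEK293 T-REx cells expressing inducible, force-coupled D1 receptor; no-wash Ca dye, 30–90 min RT. Cmpd → 180 s read at 1 Hz → EC80 DA → 180 s read.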
# RXFP1 antagonist = antagonists of human relaxin receptor RXFP1; Q9HBX9; HEK293-RXFP1, relaxin-stimulated cAMP HTRF, 30 min; hits give low values; activity change, negative = inhibition, % at 57.5 µM; actives 0.59% (n = 350,000);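 active = activity change of -60% or lower, but not beyond a set lower limit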; note: % is set by controls: 0 for no effect and ±100 for the full control effect
# D1 ag = activates the human D1 dopamine receptor; P21728; HEK293 T-REx D1 cells, calcium flux, agonist mode; actives 1% (n = 360,000); AID 504660; activation, % at 2 µM; in the data active = activation above about 30%; note: 0% is about no effect
#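 Tetracycline-induced HEK293 TREx D1 cells, force-coupled to calcium signalling, were dye-loaded with a no-wash calcium kit. Compound was pin-added after a 10 s baseline. Fluorescence was read kinetically at 1 cycle/s for 180 s, with calcium rises flagged as agonism.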
# * marks the source's active call; other numbers are inactive results; x = not tested or not shown; & = joins results of further samples. Unless noted, calls come from the whole dose curve; as a rule, active = well fitted curve in the direction sought with a large enough effect; inconclusive = small, poorly fitted or top-dose-only effect, or another doubt; inactive = no such curve, though single readings can be large; an effect the other way counts as inactive or inconclusive. These rows are one share of the data; the hit share may differ from the screen's.
SMILES,Glioma ERSR ind,D1 PAM,RXFP1 ag,Vif-APOBEC3G blk,Vif-A3F inh,D2 potentiator,D1 antagonist,RXFP1 antagonist,D1 ag
COc1ccc(NC(=O)c2cc3c(-c4ccc(OC)c(OC)c4)nn(C)c3s2)cc1OC,1.1%,5.2,-0.1%,-25.8%,3.5%,x,-8.7,0.9,-0.1
CN1CCN(CCCNC(=O)c2cn(C3CCCCC3)c(=O)c3c2c2ccccc2n3C)CC1,-3.0%,-0.3,-1.0%,1.6%,-9.5%,-7.8,9.6,-7.7,0.2
CCc1ccc(NC(=O)CCc2c(C)n(C)c3cc(-c4ccccc4C)nn3c2=O)cc1,-3.7%,-3.4,8.9%,-13.0%,8.0%,7.5,27.8,-2.4,0.9
CCOC(=O)C1CCCN(C/C=C/c2ccccc2)C1 (stereo not given),-1.6%,-2.6,3.0%,-1.9%,-2.6%,-21.3,14.8,-3.9,0.4
CCCSCCCNC(=O)CN1C(=O)COc2ccc(S(=O)(=O)N3CCC(C)CC3)cc21,-3.5%,-2.4,1.4%,-1.0%,-5.3%,-5.3,5.2,x,3.0
COc1ccccc1S(=O)(=O)N(C)C[C@@H]1Oc2ncc(-c3ccc(C)cc3)cc2C(=O)N([C@H](C)CO)C[C@@H]1C,-2.8%,x,x,-8.1%,-12.5%,x,x,-9.3,x
CCCC(=O)C1=C(O)C(C(=O)OC)C(C)(C)CC1=N (stereo not given),-1.8%,1.5,1.0%,-0.2%,2.6%,-3.8,11.0,-6.4,4.8
CCc1nnc(NC(=O)c2cnccn2)s1,-0.9%,1.2,0.6%,-1.1%,1.0%,-0.5,4.0,8.2,7.1
COC(=O)Cn1nc(C)c2ccccc2c1=O,0.6%,-0.7,0.9%,2.5%,-8.0%,2.3,1.9,5.4,-0.4
COc1cc2c(cc1OC)C(C)N(S(=O)(=O)c1cn(C)cn1)CC2 (stereo not given),-1.6%,-0.6,0.5%,-5.8%,9.8%,-0.7,0.6,-16.6,3.4

# 2 records picked at random from those above:
SMILES,Glioma ERSR ind,D1 PAM,RXFP1 ag,Vif-APOBEC3G blk,Vif-A3F inh,D2 potentiator,D1 antagonist,RXFP1 antagonist,D1 ag
CCCSCCCNC(=O)CN1C(=O)COc2ccc(S(=O)(=O)N3CCC(C)CC3)cc21,-3.5%,-2.4,1.4%,-1.0%,-5.3%,-5.3,5.2,x,3.0
CN1CCN(CCCNC(=O)c2cn(C3CCCCC3)c(=O)c3c2c2ccccc2n3C)CC1,-3.0%,-0.3,-1.0%,1.6%,-9.5%,-7.8,9.6,-7.7,0.2

# Next compounds follow.
SMILES,Glioma ERSR ind,D1 PAM,RXFP1 ag,Vif-APOBEC3G blk,Vif-A3F inh,D2 potentiator,D1 antagonist,RXFP1 antagonist,D1 ag
CC(=O)N1CCN(Cc2nc3cc(NC(=O)NC4CCCCC4)ccc3n2C)CC1,0.3%,2.6,2.4%,-1.5%,-7.8%,4.1,11.6,-4.8,2.9
Cc1ccc(Cl)cc1NC(=O)N[C@@H](C)C(=O)O,-3.1%,-7.2,0.8%,-4.4%,1.2%,-1.7,2.0,-2.2,1.8
CCCn1c(=O)[nH]c(=O)c2c1nc(-c1ccccc1OC(F)F)n2CCOC,-2.6%,-1.5,1.7%,0.8%,1.1%,-4.2,0.3,-6.2,3.1
O=C(NCC(=O)N1CCN(C(=O)c2ccccc2)CC1)c1ccc(Cl)cc1Cl,-5.2%,-0.5,0.2%,0.0%,0.5%,-29.3,-2.0,7.8,-0.8
O=C(Cc1csc(-c2ccccc2)n1)NCc1ccco1,-3.3%,-4.0,3.3%,3.2%,9.8%,4.7,-2.2,-2.1,1.6
CC(NC(=O)C(=O)NCCN1CCN(C(=O)c2ccc([N+](=O)[O-])cc2)CC1)c1ccccc1 (stereo not given),-0.7%,-0.5,-0.3%,-0.2%,1.9%,2.9,-7.0,-3.0,-0.9
CCN1CCN(c2ccc(S(=O)(=O)N3CCOCC3)cc2NC(=O)c2ccc(C(F)(F)F)cc2)CC1,-5.3%,-0.3,0.7%,0.4%,8.1%,-4.6,3.5,-1.0,4.1
Cc1ccc(S(=O)(=O)CC(=O)Nc2nnc(C(C)C)s2)cc1,0.1%,-4.7,1.0%,-0.7%,-15.9%,-9.3,4.7,-5.2,4.7
CCN(C(=O)CSc1n[nH]c(N)n1)C1CCCCC1,-5.4%,x,x,-0.1%,-16.0%,x,x,-10.1,x
O=c1c2c(c(-c3ccccc3)nn1Cc1ccccc1)CCCC2,3.8%,2.7,1.0%,-0.9%,0.9%,6.9,-5.6,-21.2,3.6
Cc1cccc(C)c1-n1nnnc1C(C)(C)N1CCN(N=O)CC1,3.0%,1.8,-2.6%,-5.0%,3.1%,x,7.2,-17.2,1.9
O=C(O)c1ccn(Cn2cnc3ccccc32)n1,-3.2%,-6.5,5.2%,0.3%,-0.3%,-4.9,-17.6,-1.9,2.1
CCCn1c(=O)c(C(=O)NCCc2ccc(OC)c(OC)c2)c(O)c2ccccc21,-3.5%,-2.2,4.3%,-0.2%,-0.3%,x,1.4,-0.4,11.2
O=C(Cn1ncc2c([nH]c3ccccc32)c1=O)NCC1CCN(Cc2ccccc2F)CC1,-3.1%,-6.3,4.6%,1.4%,-10.1%,-13.4,-9.2,7.3,0.6
Cc1ccc(CCC2C3=C(CCCC3=O)OC3=C2C(=O)CCC3)cc1,-4.0%,-2.2,0.2%,-3.3%,5.2%,0.5,20.4,18.0,-0.3
O=C(CC1C(=O)N(c2ccccc2)C(=O)N1Cc1ccc2c(c1)OCO2)Nc1ccccc1 (stereo not given),-1.5%,-3.5,1.8%,-0.1%,-0.3%,3.3,-9.8,x,-1.0
CC(=O)NC(CCS(C)(=O)=O)C(=O)Nc1c(F)cccc1F (stereo not given),-4.8%,0.4,4.6%,-3.2%,5.6%,-1.6,-4.6,x,4.1
CN(C(=O)COC(=O)C1=COCCO1)C1(C#N)CCCCC1,3.3%,3.4,-2.1%,1.0%,-0.1%,7.8,9.5,7.8,3.3
Cc1cccc(N/C(N)=N/c2nc(C(F)(F)F)cc(C(F)(F)F)n2)c1,-0.8%,-4.1,0.2%,0.1%,1.0%,-3.1,-5.0,0.0,2.8
COc1ccccc1C(=O)OCc1cc(=O)n2nc(C3CC3)sc2n1,4.3%,-2.0,5.1%,-3.6%,3.7%,-11.3,5.4,2.3,6.4
Cc1c(C(=O)OC2CCCCC2)[nH]c2c1C(=O)CC(c1ccccc1)C2 (stereo not given),-0.1%,-2.0,6.9%,-15.6%,-29.1%,-1.2,-1.5,-18.7,1.0
CCN(CC(=O)NCCc1ccc(Cl)cc1)Cc1nc2ccccc2c(=O)[nH]1,-7.1%,-2.2,6.4%,0.9%,5.8%,-0.9,1.7,-17.1,1.2
CCOC(=O)c1sc(NC(=O)c2cccc(S(=O)(=O)N3c4ccccc4CC3C)c2)cc1C (stereo not given),-3.6%,-1.4,-3.7%,-0.3%,1.0%,x,-8.7,9.3,4.8
COc1cc(/C=N/NC(=O)c2ccncc2)ccc1OCC(=O)Nc1ccccc1,-7.3%,-4.5,-2.2%,-5.4%,-4.2%,4.1,6.0,-73.5*,1.1
CC(C)Oc1ccc(CNC(=O)c2ccc(NC(=O)N3CC(C)Sc4ccccc43)cc2)cc1 (stereo not given),-0.9%,-2.2,-0.6%,2.5%,-0.6%,-5.9,0.2,-21.7,3.3
Cc1ccc(C(=O)NC2(C(Cl)Cl)N=C(c3ccccc3)N=C2N)cc1 (stereo not given),1.8%,1.6,-0.2%,1.6%,-10.1%,-2.2,-3.7,15.5,-2.5
O=C(/C=C/c1cccs1)c1ccco1,4.7%,x,x,-4.0%,-2.6%,x,x,9.5,x
CC(=O)N1c2ccc(S(=O)(=O)NCCC(=O)Nc3ccc(Cl)cc3)cc2CC1C (stereo not given),-1.2%,x,x,-1.9%,-1.3%,x,x,1.1,x
COCCCN(CC(=O)NCc1ccccc1)S(=O)(=O)c1ccc(C)cc1,1.2%,-6.8,-0.1%,0.3%,-4.1%,5.5,-0.9,4.1,-0.4
Cc1occc1C(=O)NNC(=O)c1cccc(F)c1,-0.2%,-3.2,1.6%,0.6%,15.1%,2.4,8.7,10.6,1.5
CCOC(=O)C(CC)Sc1ccc2nnc(-c3cccnc3)n2n1 (stereo not given),0.0%&-4.2%,-14.3,17.8µM*,1.7%&2.1%,6.2%,-4.2,-0.8,-0.3,-0.2
COC(=O)c1ccc(NC(=O)CSc2nnc(COc3ccc4c(c3)CCCC4)o2)cc1,-2.7%,0.3,4.6%,-7.6%,-3.4%,4.4,42.6,4.3,5.1
O=C(CSc1ccc(-c2ccccc2)nn1)c1cccs1,7.4%,-10.6,0.3%,-0.2%,-1.3%,3.1,0.7,-13.0,1.3
O=C(CNC(=O)c1ccc(Cl)cc1Cl)NCC1CCCO1 (stereo not given),7.0%,-3.5,-0.2%,-2.9%,1.8%,3.0,5.1,1.9,0.7
S=C(NCc1ccccc1)N1CCN(C2CCCCC2)CC1,5.1%,-5.6,4.7%,-0.6%,2.2%,-16.7,-11.8,-10.8,4.3
CCCn1c(C)cc(C(=O)Cn2nnc3ccccc3c2=O)c1C,-2.1%,3.5,-1.1%,-0.3%,9.0%,-5.1,12.7,-16.9,3.6
C=CCN1CC(c2nc3ccccc3n2CCOc2ccccc2)CC1=O (stereo not given),-6.7%,-1.6,-1.0%,-0.1%,3.4%,6.0,-8.3,0.1,3.4
Cc1cccc(NC(=O)C2CCCN2C(=O)NC2CCCCC2)c1 (stereo not given),-2.5%,1.4,-0.4%,-3.9%,-1.2%,2.8,1.4,-2.4,4.0
O=C(c1ccc2ccccc2c1)N1CCN(c2ccc(C(F)(F)F)cn2)CC1,-3.2%,4.8,-0.6%,-3.7%,5.8%,-3.9,-14.5,-17.4,-0.3
Cc1cccc(NC(=O)Cc2noc3ccccc23)c1C,-4.8%,-1.0,2.4%,1.1%,-12.8%,-2.1,-8.9,6.3,0.8
CCCn1c(NCc2cc(C)ccc2O)nc2ccccc21,-2.6%,0.9,0.3%,-4.6%,4.2%,-14.7,-6.5,-6.4,2.0

# Compound activity deposited in PubChem BioAssay by National Center for Advancing Translational Sciences (NCATS).
